Screens (PubChem BioAssay)
PGC1a acetyl inh = lowers PGC1a acetylation signal in U2OS cells | hit rate 0.17% among 350,000 | AlphaScreen anti-acetyl-lysine; with virally co-expressed GCN5 acetyltransferase | inhibition, % at 15.6 µM;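 active = every replicate shows inhibition of at least 40%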;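 note: 0% = neutral control wells and 100% = positive control wells; some results beyond the cut were filed as inactive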
LGR2 antag = inhibitors of bursicon-induced Drosophila LGR2 receptor cAMP signaling; HEK293 LGR2, CRE-luciferase, bursicon-stimulated, 4 h; inhibition, % at 9.99 µM; hit rate 0.35% among 380,000; AID 720647;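 active = drop in luminescence signal, shown as inhibition above about 50% in the replicate tests, limit read from the data, passing the limit was not always enough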;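 note: agonist challenge used bursicon conditioned medium at about half maximal strength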
GSIS activator = primary screen for activators of insulin secretion dependent on glucose, INS-1E cells, GLuc reporter luminescence | activation, % at 16.6 µM | INS-1E GLuc reporter insulin secretion, 2-3 h | hit rate 0.61% among 370,000;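 active = lowest replicate activation of at least 40%, so every replicate reaches that level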;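 note: 0% = median of neutral control wells and 100% = median of IBMX positive control wells; some compounds called inactive have numbers as strong as hits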
PglD DTNB = blocks C. jejuni PglD acetyltransferase activity; inhibition, % at 12.5 µM; purified PglD enzyme, DTNB colorimetric CoA detection; hit rate 0.098% among 360,000; in the data active = inhibition above about 16%, passing the limit was not always enough; note: strong numbers were not always called active
Statin myotox sup = suppression of simvastatin myotoxicity | C2C12 myotubes + simvastatin, ATP luminescence, 48 h; scaled: DMSO 0, geranylgeraniol control 100 | rescue of ATP level, % at 7.49 µM | hit rate 0.78% among 330,000 | AID 602340;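 active = mean ATP rescue above about 67%, or every replicate alone reaching that limit, limit read from the data, passing the limit was not always enough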;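 note: myotubes were challenged with 10 µM simvastatin during compound exposure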
PAX8 reporter = lowers PAX8-driven luciferase in RMG-I cells; RMG-I TPO-luciferase reporter, SteadyGlo, 24 h; hit rate 1.2% among 360,000; inhibition, % at 12.6 µM;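 active = mean replicate inhibition at least 60% with every replicate also reaching 60%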;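 note: luciferase light reporting Pax8 driven TPO promoter activity; plate controls were median of neutral control wells for no effect and mitoxantrone controls for full effect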
Cneo AK release = causes C. neoformans cell lysis | adenylate kinase release luminescence, 4 h; normalised: neutral wells 0, clomiphene wells 100 | lysis activity, % at 15 µM | hit rate 0.2% among 360,000 | AID 651654;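 active = mean lysis activity across replicates of at least 80%, whatever share of replicates individually reach that level; inactive = mean lysis activity below 80%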
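read-out = cell lysis signal | test system = log-phase Cryptococcus neoformans yeast cells | input = cells at 5 × 10^6 per mL | medium = fresh YPD growth medium | signal = luminescent adenylate kinase detection reagent | timing = 4 h at 37 °C static, read 1 h later | dosing = single dose | controls = Clomiphene as positive lysis control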
ARNT TACC3 PPI = disrupts binding between human ARNT and TACC3 | AlphaScreen His-ARNT PAS-B/GST-TACC3 binding, luminescence; TACC3 fragment carries E629A point mutation | inhibition, % at 9.99 µM | hit rate 0.66% among 390,000 | AID 623870;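 active = mean inhibition of replicates at least 50% and at least half of replicates each reaching 50%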;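 note: 0% = complete ARNT plus TACC3 wells and 100% = ARNT alone without TACC3; many hits fall short of the cut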
* marks the source's active call; other numbers are inactive results; . = not tested or not shown.

item	compound	PglD DTNB	Statin myotox sup	ARNT TACC3 PPI	PGC1a acetyl inh	GSIS activator	PAX8 reporter	Cneo AK release	LGR2 antag
1	COc1ccccc1-c1cnc2c(c1)C(=O)N([C@@H](C)CO)C[C@H](C)[C@@H](CN(C)Cc1ccc(F)cc1)O2	-1	14	9	-17	-8	-8	-2	4
2	CC(CNC(=O)CCc1nnc2ccc(N3CCC4(CC3)OCCO4)nn12)c1ccccc1 (configuration not stated)	5	-15	2	-12	11	10	-1	9
3	COc1ccc(NC(=O)N(C)C[C@@H]2OCCCC[C@@H](C)Oc3ccc(NS(=O)(=O)c4cn(C)cn4)cc3C(=O)N([C@@H](C)CO)C[C@H]2C)cc1	3	.	27	-7	7	-6	-2	3
4	COc1ccc(-n2nnnc2SCC(=O)c2cc3ccccc3o2)cc1	-5	43	.	-7	8	.	-1	11
5	CCNC(=O)CC1C(=O)N(c2ccc(C)cc2)C(=O)N1CCc1sccc1C (configuration not stated)	.	.	-1	7	-4	16	.	3
6	CO[C@H]1CN(C)C(=O)c2ccc(NC(=O)c3ccccc3)cc2OC[C@@H](C)N(C(=O)CN(C)C)C[C@H]1C	-1	2	-4	-11	5	.	2	18
7	O=C1c2ccccc2C(=O)c2c1cccc2N1CCN(CCO)CC1	-3	12	-2	-1	18	.	-1	10
8	Cc1cccc(NC(=O)Cc2noc3ccccc23)c1C	-2	.	-3	.	2	28	-2	-16
9	COc1ccc(NC(=O)O/N=C/c2ccc(N(C)C)cc2)cc1	-2	-3	6	-3	14	-49	-3	-23
10	CC(C)=C1C2CCC1C1C(=O)N(c3nc(-c4ccccc4)c(C)s3)C(=O)C21 (configuration not stated)	-4	.	-11	-1	-19	16	4	-8
11	C=Cc1ccc(Cn2c(C)c(C(=O)NCc3ccc4c(c3)OCCO4)sc2=O)cc1	0	24	.	.	-10	7	1	7
12	O=C(NCc1ccccc1)C1CCCN1C(=O)Nc1ccccc1[N+](=O)[O-] (configuration not stated)	1	2	-3	15	6	-23	1	-3
13	Cc1nc2cccc(C(=O)NC3CCCCC3)c2o1	-2	-6	3	-15	.	-9	8	.
14	CCOC1=C2[C@H](c3ccccc3Cl)N(S(=O)(=O)c3ccc(C)cc3)C[C@H]2C(C#N)(C#N)C(C#N)(C#N)C1	2	5	.	2	1	-8	1	2
15	C[C@H](CO)N1C[C@H](C)[C@@H](CN(C)C(=O)Nc2ccc3c(c2)OCO3)OCCCC[C@H](C)Oc2ccc(NC(=O)Cc3ccccc3)cc2C1=O	6	.	1	8	-8	-68	14	2

Molecules above with a halogen (two):
item	compound	PglD DTNB	Statin myotox sup	ARNT TACC3 PPI	PGC1a acetyl inh	GSIS activator	PAX8 reporter	Cneo AK release	LGR2 antag
1	COc1ccccc1-c1cnc2c(c1)C(=O)N([C@@H](C)CO)C[C@H](C)[C@@H](CN(C)Cc1ccc(F)cc1)O2	-1	14	9	-17	-8	-8	-2	4
14	CCOC1=C2[C@H](c3ccccc3Cl)N(S(=O)(=O)c3ccc(C)cc3)C[C@H]2C(C#N)(C#N)C(C#N)(C#N)C1	2	5	.	2	1	-8	1	2

(list continues)
item	compound	PglD DTNB	Statin myotox sup	ARNT TACC3 PPI	PGC1a acetyl inh	GSIS activator	PAX8 reporter	Cneo AK release	LGR2 antag
16	O=C(CCS(=O)(=O)Cc1ccccc1)NCC1CCCO1 (configuration not stated)	-6	-3	-2	11	-10	.	6	4
17	O=C(c1cn(-c2ccccc2)nc1-c1cc2ccccc2oc1=O)N1CCOCC1	7	5	-1	1	-3	-3	-4	12
18	O=C(N[C@H]1CC[C@H](CC(=O)N2CCCCC2)O[C@H]1CO)c1ccc2c(c1)OCO2	0	1	0	5	-9	-2	-9	-16
19	O=c1c2c(nc3cc(-c4ccccc4Cl)[nH]n13)CCS2	.	.	-4	.	10	-95	.	-56
20	CSc1cc(C)[nH]c(=O)n1	.	.	-3	.	-6	7	.	19
21	Cc1cccc(OC(=O)CN2C(=O)C3C4CCC(C4)C3C2=O)c1C (configuration not stated)	1	8	-22	-12	25	.	-1	-9
22	O=C(OCC(=O)c1ccc[nH]1)c1ccc(Br)cc1	2	-3	.	-10	-7	-12	-1	-22
23	N#Cc1cccc(NC(=S)Nc2ccccc2)c1	-141	-16	.	2	1	18	-3	7
24	O=C(NCC1CCCO1)C(=O)NCC(c1ccco1)N1CCN(c2ccccc2F)CC1 (configuration not stated)	.	.	-3	.	6	5	.	-25
25	COc1ccc(CCN2C(=O)CC(C(N)=O)SC2=Nc2ccccc2)cc1 (configuration not stated)	-35	4	-1	-26	6	-3	0	12
26	CN(C)C(=O)C[C@@H]1C=C[C@H](NC(=O)NC2CCCCC2)[C@@H](CO)O1	2	1	-4	7	-1	-3	-2	-1
27	Cc1ccc(-c2nc3cc(N)ccc3o2)cc1Br	-3	3	-12	.	-3	-72	-3	-44
28	CCOC(=O)c1[nH]c2cc(OC)c(OC)cc2c1NC(=O)CN(C)C1CCCCC1	-10	-4	9	-21	.	.	-1	.
29	COc1ccccc1N1CCN(S(=O)(=O)c2c(C(=O)N3CCOCC3)c(C)n(C)c2C)CC1	-6	2	-5	.	6	14	0	-5
30	NC(=O)COC(=O)c1ccc(Cl)c(S(=O)(=O)N2CCCCCC2)c1	4	-5	1	.	8	-18	-1	9

Further records follow:
item	compound	PglD DTNB	Statin myotox sup	ARNT TACC3 PPI	PGC1a acetyl inh	GSIS activator	PAX8 reporter	Cneo AK release	LGR2 antag
31	O=C1CCC(=O)N1c1ccc(CSc2nc3ccccc3[nH]2)cc1	1	-17	-5	-2	.	.	-4	.
32	CCCCC(=O)NS(=O)(=O)c1ccc(N=NN2CCOCC2)cc1	-1	.	-2	1	-7	41	14	31
33	CCCCSc1nnc(-c2ccc(C)cc2)o1	0	15	-6	4	4	.	1	14
34	CCCC(=O)Nc1ccc2c(c1)C(=O)N(C)C[C@H](OC)[C@@H](C)CN(C(=O)c1ccccn1)[C@@H](C)CO2	5	17	-4	-3	8	0	52	8
35	O=C(CCN1CCN(c2ccccc2F)CC1)Nc1ccccc1F	-4	6	-3	3	.	.	1	.
36	O=C(Nc1ccnn1C1CCN(Cc2ccc(CO)o2)CC1)c1ccccc1	5	.	4	-10	-3	11	0	17
37	CN(CCc1ccccc1)C(=O)c1[nH]c(C(F)(F)F)nc1-c1ccccc1	-3	-2	.	10	-11	5	-1	3
38	C[C@@H]1CN([C@@H](C)CO)C(=O)c2cc(C3=CCCC3)cnc2O[C@@H]1CN(C)C(=O)CN1CCOCC1	-1	-5	-5	-1	17	-3	8	4
39	CN(C(=O)CN1C(=O)S/C(=C\c2ccc(F)cc2)C1=O)C1CCS(=O)(=O)C1 (configuration not stated)	7	5	-3	-3	21	-16	0	8
40	Nc1c(C(=O)O)sc2nc(-c3ccccc3)cc(-c3ccc(Cl)cc3)c12	-3	-11	-2	.	-15	10	1	9
41	O=C(CN1CCOCC1)NC1CC2CCC1C2 (configuration not stated)	4	7	-13	-10	.	.	-1	.
42	COCCCNC(=O)CCc1nnc(Cc2ccc(-c3ccccc3)cc2)o1	1	5	-6	1	-16	1	2	4
43	C/C(=N\NC(=O)Cc1csc(N2CCOCC2)n1)c1ccccc1	-3	1	-3	.	.	.	2	.
44	CC(C)CCN1CCN(Cc2coc3ccccc3c2=O)CC1CCO (configuration not stated)	10	3	-13	-2	-5	29	-1	4
45	O=C(CCn1ccc2cc(S(=O)(=O)N3CCCC3)ccc21)NCCc1ccccc1	-2	3	-10	5	-16	11	-2	-1

Compounds above that have an aryl methoxy group, in the order listed:
item	compound	PglD DTNB	Statin myotox sup	ARNT TACC3 PPI	PGC1a acetyl inh	GSIS activator	PAX8 reporter	Cneo AK release	LGR2 antag
1	COc1ccccc1-c1cnc2c(c1)C(=O)N([C@@H](C)CO)C[C@H](C)[C@@H](CN(C)Cc1ccc(F)cc1)O2	-1	14	9	-17	-8	-8	-2	4
3	COc1ccc(NC(=O)N(C)C[C@@H]2OCCCC[C@@H](C)Oc3ccc(NS(=O)(=O)c4cn(C)cn4)cc3C(=O)N([C@@H](C)CO)C[C@H]2C)cc1	3	.	27	-7	7	-6	-2	3
4	COc1ccc(-n2nnnc2SCC(=O)c2cc3ccccc3o2)cc1	-5	43	.	-7	8	.	-1	11
9	COc1ccc(NC(=O)O/N=C/c2ccc(N(C)C)cc2)cc1	-2	-3	6	-3	14	-49	-3	-23
25	COc1ccc(CCN2C(=O)CC(C(N)=O)SC2=Nc2ccccc2)cc1 (configuration not stated)	-35	4	-1	-26	6	-3	0	12
28	CCOC(=O)c1[nH]c2cc(OC)c(OC)cc2c1NC(=O)CN(C)C1CCCCC1	-10	-4	9	-21	.	.	-1	.
29	COc1ccccc1N1CCN(S(=O)(=O)c2c(C(=O)N3CCOCC3)c(C)n(C)c2C)CC1	-6	2	-5	.	6	14	0	-5

Going on with the list.
item	compound	PglD DTNB	Statin myotox sup	ARNT TACC3 PPI	PGC1a acetyl inh	GSIS activator	PAX8 reporter	Cneo AK release	LGR2 antag
46	COc1ccc(C(=O)Oc2coc(CSc3nnc(NC(=O)c4cccs4)s3)cc2=O)cc1	-4	.	-3	-11	-2	-26	2	-9
47	Cc1csc(Cn2c(CN(C)C)nc3ccccc3c2=O)n1	1	10	-4	-8	.	.	-4	.
48	C=CCNc1nc2ccccc2nc1NS(=O)(=O)c1ccc(F)cc1	-1	3	7	3	-42	10	0	1
49	CCc1noc(C)c1C(=O)N(CCC(C)C)c1c(N)n(Cc2ccccc2)c(=O)[nH]c1=O	5	-1	-10	4	-2	0	-3	1
50	COc1ccccc1-c1cnc2c(c1)C(=O)N([C@H](C)CO)C[C@H](C)[C@@H](CN(C)Cc1cccc(F)c1)O2	-2	-10	11	-24	-6	.	3	0
51	O=C(CCN1CCCCC1)NCC[C@H]1CC[C@@H](NC(=O)C2CCCC2)[C@@H](CO)O1	3	-1	-5	5	25	-7	-1	4
52	CC1CCN(c2c(NCc3ccc(C(=O)N(C)C4CCCCC4)cc3)c(=O)c2=O)CC1	-2	13	-6	-18	.	6	-3	0
53	CN(C)CCCNC(=O)C[C@@H]1CC[C@@H](NC(=O)c2ccccc2F)[C@@H](CO)O1	-4	-5	-6	-5	-5	5	-6	12
54	O=C(CCCc1ccccc1)NCCS(=O)(=O)N1CCN(c2ccccc2F)CC1	-2	3	0	.	-11	-34	0	0
55	CCOc1cc(NC(=S)NCCCN2CCOCC2)c(OCC)cc1NC(=O)CC(C)C	1	1	4	-3	.	.	-3	.
56	COc1ccc(CCCNC(=O)C2Cc3c(-c4ccc5c(c4)OCO5)ccnc3O2)cc1 (configuration not stated)	5	-8	.	14	-5	28	1	-3
